KB-3-1 tox = KB-3-1 parental cell cytotoxicity; KB-3-1 viability, CellTiter-Glo ATP luminescence, 72 h; Potency, µM (top dose mostly 46.1 µM), for the others: top-dose activity change, negative = cytotoxic, most hits filed as cytotoxic; actives 1.4% (n = 400,000); AID 1347075; further: potency means the concentration at half of the fitted maximal effect; on the % scale 0 is the no-effect control and ±100 the full control effect; nearly all actives have a fitted effect of over 60% in size
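72 h, 37 °C compound treatment of KB-3-1 parental cells; CellTiter-Glo added, 10 min, luminescence read. Data corrected against DMSO-only plates and normalized before curve fitting.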
MCF10A rerep = induces DNA re-replication in MCF 10a normal breast cells; MCF 10A DNA re-replication, Hoechst nuclear intensity, 48 h; Potency, µM (titrated, usually from 46.1 µM), for inactives: at the highest dose activity, positive = re-replication, actives largely listed as activators; actives 2.9% (n = 350,000); AID 624296; further: potency means the concentration at half of the fitted maximal effect; % of control where 0% means no effect; nearly all actives have a fitted effect of over 50% in size
HT1080 IDH1KD tx = HT-1080 IDH1 knockdown cell toxicity (counter line); AID 686971; HT-1080 IDH1 knockdown viability, ATP luminescence, 48 h; Potency, µM (doses to about 46.1 µM), without a hit: at the highest dose activity, negative = toxicity, usual class: cytotoxic; actives 2% (n = 360,000);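 further: potency means the concentration at half of the fitted maximal effect; 0% = DMSO wells and -100% = cell-free medium wells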
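CellTiter-Glo luminescence after 48 h compound exposure at 37 degrees C of IDH1-knockdown HT-1080 cells in 5% FBS RPMI. %Activity scaled between DMSO wells and cell-free media wells, with curves fitted and assigned curve classes.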
SW480 rereplic = induces DNA re-replication in SW480 colon adenocarcinoma cells | actives 1.8% (n = 340,000) | Potency, µM (highest dose often 46.1 µM), for inactives: at the highest dose re-replication activation, hits mostly activators | AID 624297 | SW480 DNA re-replication, Hoechst DNA content imaging, 48 h; further: potency means the concentration at half of the fitted maximal effect; % of control where 0% means no effect; nearly all actives have a fitted effect of over 55% in size
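DNA re-replication was detected as more nuclei of elevated Hoechst intensity after 48 hr exposure to compound (23 nL pinned per well of 250 cells).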
ATXN viability = reduces viability in counter-screen for ATXN expression inhibitors | S2 cells (HEK-293 line with an ATXN2-luciferase reporter) viability, CellTiter-Fluor protease fluorescence, 24 h | Potency, µM (titrated, usually from 56.7 µM), actives largely listed as cytotoxic | actives 0.49% (n = 400,000) | AID 651635; further: potency means the concentration at half of the fitted maximal effect; nearly all actives have a fitted effect of over 40% in size
HepG2 tox = counter-screen for TGF-b inhibitors: cytotoxicity in HepG2 cells | Potency, µM (series often up to 46.1 µM), without a hit: at the top dose activity change, negative = cytotoxicity, most hits filed as cytotoxic | HepG2 CAGA-GFP viability, ATP luminescence, 18 h | actives 0.76% (n = 410,000); further: potency means the concentration at half of the fitted maximal effect; some results filed as inactive show a strong effect at the top dose
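HepG2 CAGA-GFP cells (1000/well, DMEM with 1% FBS) received compound, then TGF-beta at 500 pg/mL final, and were incubated 18 hours at 37 degrees C. Viability was read by CellTiter-Glo luminescence. Media-only wells were set as complete cell-killing and DMSO as no toxicity.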
IL1B secr inh = inflammasome signaling inhibition, IL-1 beta readout. THP-1 LPS/ATP IL-1B secretion, AlphaLISA, 16 h; hits give low values. activity change, % at 57.5 µM. actives 4.7% (n = 360,000); in the data active means activity change below about -50%; inconclusive means mostly about -30% to -49%; further: on the % scale 0 is the no-effect control and ±100 the full control effect
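Secreted IL-1B measured by AlphaLISA bead assay after 16 h compound exposure of THP-1 cells; compounds (final up to 57.5 uM) added 1 h before LPS (250 ng/mL) and ATP (1.25 mM) stimulation; lower signal means less secretion.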
HT1080NT lethal = kills 2HG-producing HT-1080-NT fibrosarcoma cells. HT-1080-NT fibrosarcoma viability, CellTiter-Glo ATP luminescence, 48 h. Potency, µM (titrated, usually from 46.1 µM), without a hit: top-dose activity, negative = less viability, most hits filed as cytotoxic. actives 1.6% (n = 360,000). AID 686970;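 further: NT is the 2HG producing partner of a matched IDH1 knockdown line; potency means the concentration at half of the fitted maximal effect; 0% = DMSO-treated cells and -100% = media-only wells without cells; nearly all actives have a fitted effect of over 55% in size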
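Viability by CellTiter-Glo luminescence after 48 h compound exposure at 37C of HT-1080-NT cells (750/well, RPMI, 5% FBS). % activity scaled between DMSO wells and medium-only wells, then curve-fitted and categorized by curve class.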
ATXN2 expr inh = inhibitors of ATXN2 expression. HEK-293 ATXN2-luciferase reporter, luminescence, 24 h. actives 0.72% (n = 360,000). Potency, µM (top dose mostly 57 µM), for the others: at the top dose activity change, negative = inhibition, actives largely listed as inhibitors; further: potency means the concentration at half of the fitted maximal effect; on the % scale 0 is the no-effect control and ±100 the full control effect; nearly all actives have a fitted effect of over 55% in size
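ATXN2-luciferase reporter cells (luciferase flanked by upstream and downstream ATXN2 gene portions) were treated 24 h at 37 °C with compounds at up to 57 uM. SteadyGlo luminescence gave expression; GF-AFC fluorescence gave viability.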
Starred values were filed as active, the others as inactive; i = inactive; ? = inconclusive; . = not tested or not shown; & = joins results of further samples; [ ] = remark or other dose. Unless noted, the call rests on the fitted dose curve; in most records, active means well fitted curve in the direction sought with a large enough effect; inconclusive means small, poorly fitted or top-dose-only effect, or another doubt; inactive means no such curve, though single readings can be large; an effect the other way counts as inactive or inconclusive.

SMILES	KB-3-1 tox	MCF10A rerep	HT1080 IDH1KD tx	SW480 rereplic	ATXN viability	HepG2 tox	IL1B secr inh	HT1080NT lethal	ATXN2 expr inh
COc1c(Br)cc2c(C)c(C(=O)O)oc2c1Br	0%	-29%	1%	0%	i	-36%	0	0%	3%
O=C(O)COc1ccccc1C=NNC(=O)c1ccccc1NS(=O)(=O)c1cccs1	8%	-4%	4%	-8%	i	4%	7	0%	-3%
NC(=O)c1cc2c3ccccc3ccn2c1-c1ccccc1	1.2µM*	?	?	0.73µM*	?	-69%	-91*	1.6µM*	.
CCc1ccc(NC(=O)COc2coc(CN3CCc4ccccc4C3)cc2=O)cc1	-12%	22%	-4%	-86%[inhibitor]	i	-13%	-2	-7%	-22%
Cc1cccc(N(C(=O)CNC(=O)c2cccs2)C(C(=O)NC2CCCC2)c2ccncc2)c1 (configuration not stated)	18%	-4%	7%	2%	i	-2%	2	11%	-2%
C#CCN(C[C@H]1[C@H](OC(=O)NCCCCCC)[C@H](OC(=O)NCCCCCC)C[C@@H](C(=O)OC)[C@H]1C(=O)OC)S(=O)(=O)c1ccc(C)cc1	2%	.	-3%	.	?	-16%	-20	-2%	-11%
Cc1ccc(S(=O)(=O)N2CCCCC2)c2nsnc12	7%	-15%	0%	-14%	i	-6%	-3	-4%	-2%
CC(C)NC(=O)NNC(=O)c1cc(COc2cc(Cl)cc(Cl)c2)on1	-7%	-1%	-19%	-5%	i	-6%	-2	3%	37%
O=C(NNS(=O)(=O)c1ccc(Cl)cc1)NC1CCCCC1	1%	-27%	10%	-2%	i	-30%	27	9%	0%
C/C=C1\COC(C(=O)NCc2ccncc2)(C(F)(F)F)C=C1C=C1CCCCC1 (configuration not stated)	0%	?	-7%	?	i	-27%&-14%	95	-1%	-14%
Cc1noc(NS(=O)(=O)c2ccc(NC(=O)CSc3nc4ccccc4s3)cc2)c1C	0%	2%	9%	0%	i	-4%	37	12%	16%
Cc1ccc(N(Cc2cccs2)C(=O)c2ccccc2Cl)cc1	-5%	.	.	.	?	-10%	.	.	-9%
CC(C)(O)C1Cc2cc(/C=C/C(=O)O)c(O)cc2O1 (configuration not stated)	-8%	3%	-6%	?	i	7%	0	0%	-15%
O=C(CCCl)N1c2ccccc2C=Cc2ccccc21	-9%	-2%	-26%	18%	?	-16%	-29	-6%	.
COc1ccccc1N1CCN(C(=O)[C@H](C)NS(=O)(=O)c2ccc3c(c2)OCCCO3)CC1	18%	15%	9%	-19%	i	0%	1	8%	-6%
NC(=O)C1CCN(Cc2nc3cc(Cl)ccc3c(=O)[nH]2)CC1	?	21µM*	18µM*	0%	i	-32%	23	21µM*	-23%
CCCC(=O)N1CCCC(C(=O)c2ccc(OC)c(OC)c2)C1 (configuration not stated)	14%	-1%	3%	-1%	i	0%	16	0%	7%
O=[N+]([O-])c1cccc(/C=N/NC2CCS(=O)(=O)C2)c1 (configuration not stated)	0%	0%	3%	-12%	?	-9%	19	-7%	4%
CCn1c(=O)cc(OCC(=O)NCC2CCCO2)c2ccccc21 (configuration not stated)	-8%	-184%[0.0737 µM]	13%	2%	i	-36%	-4	-2%	41%[activator]
CCS(=O)(=O)N1CCN(S(=O)(=O)c2ccccc2[N+](=O)[O-])CC1	2%	-13%	1%	3%	i	5%	6	1%	4%
CCOc1ccc(NC(=O)c2cc(SC)ccc2Cl)cc1	?	?	2%	?	i	-1%	-18	3%	0%
CN1CCN(C(=S)c2ccc(-c3cc(Cl)ccc3Cl)o2)CC1	-5%	-3%	-4%	7%	i	-48%	0	-10%	.
Cc1ccc(C)c2[nH]c(=O)c(CN(CC3CCCO3)C(=O)NC3CCCCC3)cc12 (configuration not stated)	7%	9%	-15%	0%	i	-43%	-26	?	-9%
N#Cc1sc2nc3c(c(-c4ccco4)c2c1N)CCCC3	-4%	26%	-10%	-2%	i	-52%	37	-12%	0%

Reprinted from the results shown, 2 compounds:
SMILES	KB-3-1 tox	MCF10A rerep	HT1080 IDH1KD tx	SW480 rereplic	ATXN viability	HepG2 tox	IL1B secr inh	HT1080NT lethal	ATXN2 expr inh
CCS(=O)(=O)N1CCN(S(=O)(=O)c2ccccc2[N+](=O)[O-])CC1	2%	-13%	1%	3%	i	5%	6	1%	4%
CCOc1ccc(NC(=O)c2cc(SC)ccc2Cl)cc1	?	?	2%	?	i	-1%	-18	3%	0%

Other results follow.
SMILES	KB-3-1 tox	MCF10A rerep	HT1080 IDH1KD tx	SW480 rereplic	ATXN viability	HepG2 tox	IL1B secr inh	HT1080NT lethal	ATXN2 expr inh
O=C(NCCc1nc2ccccc2n1Cc1ccc(F)cc1)c1ccco1	2%	.	.	.	i	-16%	.	.	2%
Cc1c(C(C)(C)O)[nH]c2ccc(C#N)cc12	7%	6%	-3%	?	i	-4%	39	2%	3%
CC(N)C(=O)NC(C(=O)NC(C)C(=O)Nc1cccc2ccccc12)C(C)C (configuration not stated)	0%	.	8%	.	i	-1%	30	0%	3%
C/C(=N\NC(=O)c1c([N+](=O)[O-])c(C)nn1C)c1ccc(NC(=O)c2ccc(C)o2)cc1	-19%	2%	-8%	?	i	-6%	-9	-12%	-2%
Cc1ccc(NCC(=O)N/N=C\C(Br)=C\c2ccccc2)cc1	0%	8%	16µM*	7%	?	-67%	-98*	?	?
O=C(NCCc1ccc(Cl)cc1)C1(c2ccccc2)CC1	2%	6%	2%	-8%	i	0%	1	-9%	-4%
COC(=O)c1cc(C(=O)OCC(=O)N2c3ccccc3NC(=O)C2(C)C)cc([N+](=O)[O-])c1	-12%	0%	0%	-2%	i	2%	-17	0%	14%
CC1CCN(C(=O)c2[nH]cnc2C(=O)N2CCN(C(=O)OC(C)(C)C)CC2)CC1	0%	8%	10%	-5%	i	-4%	19	7%	8%
CCCn1c(N)c(N(CCOC)C(=O)c2cccc(F)c2)c(=O)[nH]c1=O	16%	0%	20%	-3%	i	1%	-17	18%	0%
COc1ccc(/C=N/NC(=O)c2ccco2)cc1Cn1nc(C)cc1C	-6%	6%	9%	-2%	i	2%	19	3%	14%
COc1ccc(Br)c(C(=O)Nc2cccc(Cl)c2Cl)c1	0%	-4%	9%	-1%	i	-31%	-3	10%	2%
C[C@H](O)[C@@H]1CN2CCc3c([nH]c4ccccc34)[C@@H]2C[C@@H]1N(C)C(=O)OCc1ccccc1	?	.	?	.	.	-29%	-18	?	-8%

Arranged by formula weight (smallest number first): some entries from above.
SMILES	KB-3-1 tox	MCF10A rerep	HT1080 IDH1KD tx	SW480 rereplic	ATXN viability	HepG2 tox	IL1B secr inh	HT1080NT lethal	ATXN2 expr inh
Cc1c(C(C)(C)O)[nH]c2ccc(C#N)cc12	7%	6%	-3%	?	i	-4%	39	2%	3%
O=C(NCCc1nc2ccccc2n1Cc1ccc(F)cc1)c1ccco1	2%	.	.	.	i	-16%	.	.	2%
COC(=O)c1cc(C(=O)OCC(=O)N2c3ccccc3NC(=O)C2(C)C)cc([N+](=O)[O-])c1	-12%	0%	0%	-2%	i	2%	-17	0%	14%

Another view of part of the listing above:
Each structure is followed by: KB-3-1 tox, MCF10A rerep, HT1080 IDH1KD tx, SW480 rereplic, ATXN viability, HepG2 tox, IL1B secr inh, HT1080NT lethal, ATXN2 expr inh
COc1ccc(/C=N/NC(=O)c2ccco2)cc1Cn1nc(C)cc1C
    -6%, 6%, 9%, -2%, i, 2%, 19, 3%, 14%
C/C(=N\NC(=O)c1c([N+](=O)[O-])c(C)nn1C)c1ccc(NC(=O)c2ccc(C)o2)cc1
    -19%, 2%, -8%, ?, i, -6%, -9, -12%, -2%

In another format: 3 of the compounds above
Below each compound – KB-3-1 tox	MCF10A rerep	HT1080 IDH1KD tx	SW480 rereplic	ATXN viability	HepG2 tox	IL1B secr inh	HT1080NT lethal	ATXN2 expr inh
> CCCn1c(N)c(N(CCOC)C(=O)c2cccc(F)c2)c(=O)[nH]c1=O
    16%	0%	20%	-3%	i	1%	-17	18%	0%
> Cc1c(C(C)(C)O)[nH]c2ccc(C#N)cc12
    7%	6%	-3%	?	i	-4%	39	2%	3%
> COc1ccc(/C=N/NC(=O)c2ccco2)cc1Cn1nc(C)cc1C
    -6%	6%	9%	-2%	i	2%	19	3%	14%

Remaining list, next part:
SMILES	KB-3-1 tox	MCF10A rerep	HT1080 IDH1KD tx	SW480 rereplic	ATXN viability	HepG2 tox	IL1B secr inh	HT1080NT lethal	ATXN2 expr inh
Cc1ccn2c(=O)nc(SCC(=O)N3CCC(C)CC3)nc2c1	2%	0%	-7%	-1%	i	-1%	6	-7%	1%
CCn1cc(CNCc2c(C(=O)N3CCCCC3)nc3c(C)cccn23)cn1	20%	-9%	15%	-8%	i	-8%	-5	-3%	-8%[11.3 µM]
Cc1ccc(S(=O)(=O)N2CCCN(C)CC2)cc1	11%	?	12%	4%	i	-13%	7	9%	-25%
CCCCc1nn2c(=O)cc(COC(=O)c3cccc(NC(=O)c4cccc(Cl)c4)c3)nc2s1	-2%	.	.	.	i	-4%	.	.	3%
CCOC(=O)C(CC)Sc1cc(C)nc2ccc(OC)cc12 (configuration not stated)	-6%	1%	-8%	0%	i	-3%	7	-18%	5%
Cc1nc2sc(C(=O)N(C)c3ccccc3)c(NC(=O)c3ccccc3Cl)c2c(C)c1C	6%	.	.	.	i	8%	.	.	9%
